Screens as filed in PubChem.
M4 antag – antagonists of human muscarinic M4 receptor (CHRM4) | P08173 | CHO-hM4 cells, ACh EC80, Fluo-8 calcium fluorescence | inhibition, % at 3 µM | 360,000 tested, 0.73% active | AID 624125;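 active = inhibition above its plate's cutoff, the mean inhibition of sample wells plus 3 SD, cut at about 27% in these data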;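 note: 0% = acetylcholine EC80 with DMSO and 100% = DMSO without agonist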
Target sequence (P08173 whole entry, looked up): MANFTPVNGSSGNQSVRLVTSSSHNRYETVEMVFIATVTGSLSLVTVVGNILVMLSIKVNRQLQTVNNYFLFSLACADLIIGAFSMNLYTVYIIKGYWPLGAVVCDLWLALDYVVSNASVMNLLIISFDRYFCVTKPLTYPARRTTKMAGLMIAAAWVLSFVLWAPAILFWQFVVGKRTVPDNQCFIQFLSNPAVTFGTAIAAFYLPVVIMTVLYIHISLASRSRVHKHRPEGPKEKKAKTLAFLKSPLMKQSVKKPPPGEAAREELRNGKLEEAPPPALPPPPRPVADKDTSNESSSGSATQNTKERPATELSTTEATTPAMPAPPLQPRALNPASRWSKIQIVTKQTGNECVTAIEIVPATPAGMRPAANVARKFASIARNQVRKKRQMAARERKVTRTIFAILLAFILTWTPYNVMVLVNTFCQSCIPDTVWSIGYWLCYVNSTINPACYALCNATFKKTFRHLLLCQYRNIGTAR
M4 ag – agonists of human muscarinic M4 receptor (CHRM4); CHO-K1 hM4/Gqi5, Fluo-8 calcium fluorescence; vehicle 0%, full acetylcholine response 100%; activation, % at 3 µM; 360,000 tested, 0.14% active;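 active = activation above the run mean over all test wells plus 3 SD, cut at about 32% in these data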;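 note: peak over basal fluorescence ratio per well then scaled between controls; 0% = DMSO wells and 100% = acetylcholine at EC100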
M1 ag – activates human CHRM1 receptor. CHO-K1 hM1, Fluo-8 calcium fluorescence, agonist mode; 0% DMSO, 100% acetylcholine EC100. AID 588814. activation, % at 3 µM. 360,000 tested, 0.33% active. P11229;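 active = activation above the run's mean compound activation plus 3 SD, cut at about 16% in these data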;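 note: peak over basal fluorescence ratio within a 140 s kinetic read after compound addition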
Target sequence (P11229 whole entry, looked up): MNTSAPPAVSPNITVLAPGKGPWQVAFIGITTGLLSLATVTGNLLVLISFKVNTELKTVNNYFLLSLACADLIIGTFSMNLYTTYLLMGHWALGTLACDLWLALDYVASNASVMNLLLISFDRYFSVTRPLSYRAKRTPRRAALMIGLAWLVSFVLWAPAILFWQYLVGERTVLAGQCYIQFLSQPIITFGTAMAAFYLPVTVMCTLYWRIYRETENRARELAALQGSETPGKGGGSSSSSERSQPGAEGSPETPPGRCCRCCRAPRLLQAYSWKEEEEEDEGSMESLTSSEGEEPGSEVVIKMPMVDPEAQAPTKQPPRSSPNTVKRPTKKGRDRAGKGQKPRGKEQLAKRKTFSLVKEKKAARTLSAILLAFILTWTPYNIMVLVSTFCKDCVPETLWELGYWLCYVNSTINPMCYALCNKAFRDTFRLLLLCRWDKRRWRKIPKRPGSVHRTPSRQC
CHO-K1 Ca ag – counter-screen for M1 agonists: effect in parental CHO-K1 cells; Fluo-8 calcium fluorescence; scaled to maximal ATP response, vehicle zero; activation, % at 3 µM; 360,000 tested, 0.48% active; in the data active = activation above about 15%;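 note: untransfected CHO-K1 host cells lacking M1 receptor as counterscreen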
CHRM1 PAM – human CHRM1 positive allosteric modulation; P11229; CHO-K1 hM1, Fluo-8 calcium fluorescence, ACh EC20; 0% = ACh EC20, 100% = maximal ACh; activation, % at 3 µM; 360,000 tested, 0.088% active; AID 588819; in the data active = activation above about 19%, passing the limit was not always enough
OXTR potentiator – potentiators of human oxytocin receptor; AID 2445; P30559; activation, % at 3 µM; 320,000 tested, 0.061% active; CHO-OTR cells, Fluo-8 calcium fluorescence, potentiator mode; 0% = oxytocin EC15, 100% = EC100;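 active = activation above that plate's cutoff, the mean activation of tested compounds plus 3 SD, cut at about 6.6% in these data, passing the limit was not always enough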;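 note: 100% uses oxytocin at 75 nM as the full agonist control; some results filed as inactive read as strong as hits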
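Replication – single well per compound, singlicate · Assay system – CHO cell line stably expressing human OTR · Timing – 6 min pre-incubation, 100 s read · Measure – normalized max/min fluorescence ratio, % activation · Doses – 3.0 µM, one dose · Detection – Fluo-8 calcium dye fluorescence · Probe or stimulus – oxytocin near EC15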
CHO parental Ca – counter-screen for OX1R antagonists: effect in parental CHO cells. parental CHO-K1, ATP-induced calcium, Fluo-8 fluorescence. inhibition, % at 5.6 µM. 330,000 tested, 0.63% active. AID 463079;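 active = inhibition above that plate's mean sample inhibition plus 3 SD, cut at about 26% in these data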;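 note: 0% = ATP-challenged DMSO wells and 100% = DMSO wells without ATP; some compounds past the cut are filed as inactive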
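Measured by: calcium-sensitive Fluo-8 fluorescence / Test system: CHO parental line / Controls: ATP-challenged DMSO wells low, unchallenged DMSO wells high / Measure: % inhibition / Compound: single nominal dose of 5.6 µM per compound / Replicates: single well per compound, no replicates / Reagent: ATP as calcium-mobilizing challenge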
CHO-K1 Ca antag – counter-screen for M1 antagonists: effect in parental CHO-K1 cells. ATP-induced calcium, Fluo-8 fluorescence. inhibition, % at 3 µM. 360,000 tested, 0.6% active;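 active = inhibition above a per-plate cutoff, the plate's mean sample inhibition plus 3 SD, cut at about 24% in these data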;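 note: 0% = DMSO plus EC80 ATP and 100% = DMSO alone without ATP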
M1 antag – human CHRM1 antagonism | P11229 | 360,000 tested, 1.3% active | CHO-K1 hM1, Fluo-8 calcium fluorescence, ACh EC80 antagonist | inhibition, % at 3 µM;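 active = percent inhibition above its own plate's cutoff, namely the mean of that plate's compound wells plus 3 SD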;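 note: peak over basal fluorescence ratio during 140 s after agonist addition; 0% = ACh EC80 plus DMSO and 100% = DMSO alone without agonist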
The depositor's hits bear a star.

For COC(=O)C(NC(=O)c1c(C)nn(C)c1Cl)c1ccccc1 (stereo unspecified) the results were M4 antag -3, M4 ag 2, M1 ag -3, CHO-K1 Ca ag 1.0, CHRM1 PAM 9, OXTR potentiator -5, CHO parental Ca 7, CHO-K1 Ca antag -7 and M1 antag -10.
Screening COCCN(Cc1ccccc1)C(=O)C1CCN(S(=O)(=O)c2ccc3c(c2)OCCO3)CC1 returned M4 antag -6, M4 ag 4, M1 ag -3, CHO-K1 Ca ag 1.7, CHRM1 PAM 2, OXTR potentiator -5, CHO parental Ca -5, CHO-K1 Ca antag 10 and M1 antag 0.
CC(=O)c1ccc(NC(=S)NC(=O)CC(C)C)cc1 was read as M4 antag -6, M4 ag 1, M1 ag -10, CHO-K1 Ca ag 16*, CHRM1 PAM 3, OXTR potentiator -8, CHO parental Ca 8, CHO-K1 Ca antag 6 and M1 antag 1.
COc1cc(/C=N/Nc2nc3ccccc3[nH]2)cc(OC)c1O was read as M4 antag -1, M4 ag 1, M1 ag -3, CHO-K1 Ca ag 0.3, CHRM1 PAM -3, OXTR potentiator -7, CHO parental Ca -3, CHO-K1 Ca antag -6 and M1 antag 5.
For CCOC(=O)N/N=C/c1ccc(OCCSc2ccc(Cl)cc2)c(OCC)c1 the results were M4 antag -1, M4 ag 0, M1 ag -2, CHO-K1 Ca ag 0.3, CHRM1 PAM -4, OXTR potentiator -12, CHO parental Ca -7, CHO-K1 Ca antag -2 and M1 antag 5.
For O=C(NC(=S)Nc1ccccc1O)c1cccnc1 the results were M4 antag 5, M4 ag 1, M1 ag 5, CHO-K1 Ca ag 0.5, CHRM1 PAM 6, OXTR potentiator 2, CHO parental Ca 4, CHO-K1 Ca antag -1 and M1 antag -15.
COc1ccc(/C=N/Nc2cc(C)nc(N3CCOCC3)n2)cc1OC was read as M4 antag 4, M4 ag 2, M1 ag -3, CHO-K1 Ca ag 6.2, CHRM1 PAM 8, OXTR potentiator 3, CHO parental Ca -10, CHO-K1 Ca antag -8 and M1 antag -5.
Screening O=S(=O)(CCN1C=CC(C(F)(F)F)=NCC1)c1ccc(F)cc1 returned M4 antag -3, M4 ag 0, M1 ag -3, CHO-K1 Ca ag 1.1, CHRM1 PAM 4, OXTR potentiator -3, CHO parental Ca -19, CHO-K1 Ca antag 0 and M1 antag -7.
COc1ccc(S(=O)(=O)NCC2CCCN(C(=O)CN3CCCCC3)C2)cc1 (stereo unspecified) was read as M4 antag 0, M4 ag 0, M1 ag -6, CHO-K1 Ca ag -0.7, CHRM1 PAM 8, OXTR potentiator -18, CHO parental Ca -2, CHO-K1 Ca antag 5 and M1 antag -6.
For O=C(N1CCOCC1)N1CCN(S(=O)(=O)c2cccc([N+](=O)[O-])c2)CC1 the results were M4 antag -3, M4 ag 1, M1 ag 1, CHO-K1 Ca ag -0.1, CHRM1 PAM 12, OXTR potentiator -22, CHO parental Ca 10, CHO-K1 Ca antag -7 and M1 antag -5.
For COc1ccc(C2(c3ccc(OC)cc3)NC(=O)N(CC(=O)Nc3ccc(C(=O)N(C)C)cc3)C2=O)cc1 the results were M4 antag -3, M4 ag -1, M1 ag 3, CHO-K1 Ca ag 2.0, CHRM1 PAM 17, OXTR potentiator -6, CHO parental Ca -4, CHO-K1 Ca antag -8 and M1 antag -10.
Screening CCc1nc2ccc(C(=O)NCCc3c[nH]c4ccccc34)cn2c1N(C)Cc1nccn1C returned M4 antag -23, M4 ag 14, M1 ag -6, CHO-K1 Ca ag 2.4, CHRM1 PAM -1, CHO-K1 Ca antag 1 and M1 antag -26.
`O=C(Nc1nnc(CCN2CCCCC2)s1)c1cccc(Cl)c1` gave M4 antag -2, M4 ag 0, M1 ag -6, CHO-K1 Ca ag 4.5, CHRM1 PAM 0, OXTR potentiator -1, CHO parental Ca -15, CHO-K1 Ca antag -12 and M1 antag 2.
CCSc1nnc(NC(=O)COc2ccc(Cl)cc2)s1 was read as M4 antag -3, M4 ag 2, M1 ag -3, CHO-K1 Ca ag 2.0, CHRM1 PAM 5, OXTR potentiator -7, CHO parental Ca -7, CHO-K1 Ca antag -11 and M1 antag -4.
`CC(=O)c1cccc(CN2CCC(C(=O)Nc3cccc(-c4ccn[nH]4)c3)CC2)c1` gave M4 antag -3, M4 ag 7, M1 ag -5, CHO-K1 Ca ag 1.6, CHRM1 PAM 4, OXTR potentiator -11, CHO parental Ca -19, CHO-K1 Ca antag 0 and M1 antag -2.
For CCOC(=O)CCCNC(=O)CCNC(=O)c1ccc(OC)cc1 the results were M4 antag -7, M4 ag 3, M1 ag -2, CHO-K1 Ca ag 0.4, CHRM1 PAM -1, OXTR potentiator -2, CHO parental Ca -5, CHO-K1 Ca antag -14 and M1 antag -4.
For Fc1ccc2cnc(-c3ccccc3)c(-c3cccc(C(F)(F)F)c3)c2c1 the results were M4 antag -10, M4 ag 1, M1 ag -1, CHO-K1 Ca ag -0.4, CHRM1 PAM 14, OXTR potentiator -3, CHO parental Ca -29, CHO-K1 Ca antag -15 and M1 antag -6.
For CSc1cccc(N2CC(C(=O)Nc3ccccc3N3CCCC3)CC2=O)c1 (stereo unspecified) the results were M4 antag 0, M4 ag 11, M1 ag -4, CHO-K1 Ca ag 2.5, CHRM1 PAM 6, OXTR potentiator -10, CHO parental Ca -31, CHO-K1 Ca antag -8 and M1 antag -17.
For CCCCN(CC)S(=O)(=O)c1ccc(C(=O)Nc2nnc(COC)o2)cc1 the results were M4 antag 6, M4 ag 1, M1 ag 2, CHO-K1 Ca ag -0.1, CHRM1 PAM -3, OXTR potentiator -1, CHO parental Ca -20, CHO-K1 Ca antag -13 and M1 antag -5.
For Cc1cccc(NC(=O)CSCC(=O)Nc2sccc2C#N)c1 the results were M4 antag 3, M4 ag 4, M1 ag 2, CHO-K1 Ca ag 3.2, CHRM1 PAM 6, OXTR potentiator -7, CHO parental Ca -3, CHO-K1 Ca antag 8 and M1 antag -7.
For CCCc1cc(C(=O)Nc2sc(C)c(CC)c2C#N)no1 the results were M4 antag -13, M4 ag 7, M1 ag 6, CHO-K1 Ca ag 3.0, CHRM1 PAM 11, OXTR potentiator -5, CHO parental Ca -12, CHO-K1 Ca antag -11 and M1 antag -12.
For Cc1ccc(NC(=O)CCNC(=O)c2ccc([N+](=O)[O-])cc2)cc1S(=O)(=O)N1CCOCC1 the results were M4 antag -6, M4 ag -1, M1 ag -4, CHO-K1 Ca ag -0.9, CHRM1 PAM 2, OXTR potentiator -2, CHO parental Ca -3, CHO-K1 Ca antag -6 and M1 antag -3.
`CCCCCCCCCCCCN1[C@@H](CC(C)=O)c2cc(F)cc(F)c2S1(=O)=O` gave M4 antag 0, M4 ag 3, M1 ag 1, CHO-K1 Ca ag 0.4, CHRM1 PAM 4, OXTR potentiator 10, CHO parental Ca -3, CHO-K1 Ca antag -19 and M1 antag -9.
O=C(COc1ccc(S(=O)(=O)N2CCOCC2)cc1)NCCCn1ccnc1 was read as M4 antag 9, M4 ag 0, M1 ag -8, CHO-K1 Ca ag 0.1, CHRM1 PAM 0, OXTR potentiator 7, CHO parental Ca -5, CHO-K1 Ca antag 16 and M1 antag 1.
For O=C(NC1CC1)C1CC(=O)N(c2ccc(F)cc2)C1 (stereo unspecified) the results were M4 antag -5, M4 ag 1, M1 ag -1, CHO-K1 Ca ag 0.8, CHRM1 PAM 7, OXTR potentiator -4, CHO parental Ca 1, CHO-K1 Ca antag -11 and M1 antag -13.
Cc1ccc2oc(=O)n(CC(=O)c3ccc(F)cc3)c2c1 was read as M4 antag -13, M4 ag 0, M1 ag -1, CHO-K1 Ca ag 0.6, CHRM1 PAM 12, OXTR potentiator -6, CHO parental Ca -4, CHO-K1 Ca antag -5 and M1 antag 0.
COc1ccc(CCNC(=O)c2cc(-c3ccccc3OC)on2)cc1OC was read as M4 antag 1, M4 ag 14, M1 ag -8, CHO-K1 Ca ag 4.1, CHRM1 PAM 0, OXTR potentiator -1, CHO parental Ca -20, CHO-K1 Ca antag -26 and M1 antag -9.
For CN1C(=O)/C(=C2/C=CC=CN2C)OC1=S the results were M4 antag -3, M4 ag 1, M1 ag -5, CHO-K1 Ca ag 0.5, CHRM1 PAM 4, OXTR potentiator 3, CHO parental Ca 4, CHO-K1 Ca antag -1 and M1 antag -2.
CN1C(=O)/C(=C2\SC(=S)N(CCCCCC(=O)O)C2=O)c2ccccc21 was read as M4 antag -13, M4 ag 1, M1 ag -1, CHO-K1 Ca ag 0.5, CHRM1 PAM 8, OXTR potentiator -3, CHO parental Ca 0, CHO-K1 Ca antag -14 and M1 antag -16.
For CCOC1=C2[C@@H](CN(S(=O)(=O)c3ccc(C)cc3)[C@H]2c2cccc3ccccc23)[C@H]2C(=O)NC(=O)[C@H]2C1 the results were M4 antag -4, M4 ag -1, M1 ag -6, CHO-K1 Ca ag 0.1, CHRM1 PAM 1, CHO-K1 Ca antag 9 and M1 antag 6.
`Cc1ccc(NC(=O)CCn2nnc3ccccc32)cc1` gave M4 antag 3, M4 ag 0, M1 ag -7, CHO-K1 Ca ag 0.2, CHRM1 PAM 1, OXTR potentiator -3, CHO parental Ca -2, CHO-K1 Ca antag 0 and M1 antag -2.
O=C(CCN1C(=O)C2C3C=CC(C3)C2C1=O)Nc1ccc(F)cc1 (stereo unspecified) was read as M4 antag -15, M4 ag 1, M1 ag 2, CHO-K1 Ca ag 0.4, CHRM1 PAM 2, OXTR potentiator -9, CHO parental Ca 1, CHO-K1 Ca antag 20 and M1 antag -6.
`O=c1ccc2cc(O)c(O)cc2o1` gave M4 antag 3, M4 ag 0, M1 ag -1, CHO-K1 Ca ag -0.3, CHRM1 PAM -2, OXTR potentiator -4, CHO parental Ca -4, CHO-K1 Ca antag 1 and M1 antag -28.
Cc1ccc(C(=O)/C=C\NCc2ccccc2)cc1 was read as M4 antag 4, M4 ag 2, M1 ag -7, CHO-K1 Ca ag -0.4, CHRM1 PAM 0, OXTR potentiator -5, CHO parental Ca -25, CHO-K1 Ca antag 12 and M1 antag 2.

Compounds shown so far containing an aryl thioether with sulfur outside any ring, in the order listed:
For CCOC(=O)N/N=C/c1ccc(OCCSc2ccc(Cl)cc2)c(OCC)c1 the results were M4 antag -1, M4 ag 0, M1 ag -2, CHO-K1 Ca ag 0.3, CHRM1 PAM -4, OXTR potentiator -12, CHO parental Ca -7, CHO-K1 Ca antag -2 and M1 antag 5.
CCSc1nnc(NC(=O)COc2ccc(Cl)cc2)s1 was read as M4 antag -3, M4 ag 2, M1 ag -3, CHO-K1 Ca ag 2.0, CHRM1 PAM 5, OXTR potentiator -7, CHO parental Ca -7, CHO-K1 Ca antag -11 and M1 antag -4.
For CSc1cccc(N2CC(C(=O)Nc3ccccc3N3CCCC3)CC2=O)c1 (stereo unspecified) the results were M4 antag 0, M4 ag 11, M1 ag -4, CHO-K1 Ca ag 2.5, CHRM1 PAM 6, OXTR potentiator -10, CHO parental Ca -31, CHO-K1 Ca antag -8 and M1 antag -17.
